# NR2E3 ag-1: human photoreceptor-specific nuclear receptor agonism; inhibition of corepressor binding, % at 3.98 µM; AID 602229; hit rate 0.35% among 360,000; CHO-S Gal4-NCOR/VP16-NR2E3 two-hybrid, luciferase;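 active means inhibition above the mean of all tested compounds plus 3 SD, cut at about 70% in these data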;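 further: 0% = DMSO with NR2E3 transfected cells and 100% = cells lacking NR2E3 construct; higher means lower luciferase signal from less NR2E3 corepressor binding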
# Target sequence (Q9Y5X4 whole entry, looked up, the tested form may be a part): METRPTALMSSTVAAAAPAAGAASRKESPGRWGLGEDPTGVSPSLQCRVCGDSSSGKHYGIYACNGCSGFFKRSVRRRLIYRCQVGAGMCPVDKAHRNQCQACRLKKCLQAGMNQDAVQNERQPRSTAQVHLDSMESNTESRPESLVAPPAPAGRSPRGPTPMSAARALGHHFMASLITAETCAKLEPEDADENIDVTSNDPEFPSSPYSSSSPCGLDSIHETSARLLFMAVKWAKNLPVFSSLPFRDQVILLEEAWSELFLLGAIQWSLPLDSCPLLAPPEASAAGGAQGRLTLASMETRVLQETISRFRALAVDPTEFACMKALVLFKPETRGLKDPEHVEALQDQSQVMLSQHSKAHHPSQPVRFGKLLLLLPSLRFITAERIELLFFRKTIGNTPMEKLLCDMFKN
# TRPM1 prom inh: MITF TRPM1 promoter inhibition in SK-MEL-5 cells. SK-MEL-5 TRPM1 promoter luciferase, 24 h. inhibition, % at 12.5 µM. hit rate 0.83% among 330,000;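 active means mean inhibition across replicates of 60% or more, whatever share of single replicates reaches that level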; further: values of inactives mirror those of a sister screen read the other way
# TWEAK Fn14 block: inhibitors of TWEAK-Fn14 interaction signaling; AID 1159606; hit rate 2% among 360,000; TWEAK-stimulated Fn14 reporter cells, luciferase luminescence, 8 h; inhibition, % at 10 µM; in the data active means inhibition above about 50%
# HIF-2a block: blocks HIF-2a reporter activity; AID 624352; inhibition, % at 18.8 µM; 786-0 RCC cells HIF-2a reporter, luciferase luminescence, overnight; hit rate 0.72% among 360,000;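 active means inhibition of the luminescence signal of 40% or more relative to plate controls, in a single-dose primary screen at 18.75 µM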
# CF NFkB block: inhibitors of cystic fibrosis induced NF-kB. KKLEB NF-kB-GFP reporter, PAF-induced, GFP fluorescence overnight. inhibition, % at 5 µM. hit rate 0.86% among 360,000. AID 588850;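 active means at least 50% inhibition at 5 µM, scaled per plate between neutral and stimulator controls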;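 further: PAF is a Pseudomonas aeruginosa culture filtrate used as stimulus; plate controls were PAF-stimulated DMSO wells for no effect and unstimulated DMSO wells for full effect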
# hiPSC survival: increases survival of single human iPS cells; hiPSC single-cell survival, ATPlite luminescence; 100% = ROCK inhibitor wells, 0% = DMSO; survival enhancement, % at 20 µM; hit rate 0.044% among 360,000; AID 602274; in the data active means survival enhancement above about 18%;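 further: cells exposed to compounds for 16 hours before the ATP read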
# KKLEB cytotox: reduces viability of KKLEB cystic fibrosis airway cells; KKLEB CF airway cells viability, ATPlite luminescence, overnight; stronger effect = lower value; cells stimulated with P. aeruginosa culture filtrate; activity change (cytotoxicity), % at 5 µM; hit rate 0.36% among 360,000;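 active means corrected activity change at or below -50% at 5 µM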
# Shn3 3UTR inh: inhibitors of Schnurri-3 3'UTR reporter in osteoblasts | hit rate 0.52% among 360,000 | inhibition, % at 12.5 µM | Clone20 osteoblast Shn3 3'UTR firefly luciferase, 24 h;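 active means mean inhibition of at least 75% with every replicate also reaching 75%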;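 further: 0% = median of neutral control wells and 100% = pilot-screen positive control compound; some compounds past the cut are filed as inactive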
# NR2E3 ag-2: agonists of human nuclear receptor NR2E3; Q9Y5X4; GST-NR2E3/biotin-RetCOR TR-FRET, 1536-well; inhibition of corepressor binding, % at 4.78 µM; hit rate 0.12% among 320,000; AID 2300;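 active means percent inhibition above the cutoff of mean plus 3 SD of all tested compounds, set per screening campaign, cut at about 20% in these data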;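 further: 0% = DMSO wells and 100% = biotin wells as full block of FRET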
#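 Material: NR2E3–RetCOR corepressor complex | Quantity: 1.35 nM GST-tagged NR2E3 final | Schedule: 5 h at 4 °C | Replication: Singlicate compound wells | Reagent: RetCOR corepressor, biotinylated, 7 nM | Controls: Biotin wells as high control, 0.6% DMSO wells as low control | Signal: TR-FRET, Eu(K)-anti-GST donor, streptavidin-D2 acceptor, ex 340, em 617/671 nm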
# Peg3 promoter: Peg3 promoter activity inhibition; hit rate 1.7% among 360,000; HeLa PEG-Prom luciferase reporter, luminescence, overnight; inhibition, % at 20 µM;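 active means inhibition of at least 50% at 20 µM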
# aDG glyco up: increases alpha dystroglycan glycosylation | Pro5-aDG cells, alpha-DG glycosylation AlphaScreen (IIH6); 0% Pro5, 100% B10-LARGE cell signal | activation, % at 10 µM | hit rate 0.22% among 360,000 | AID 624168;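 active means activation of at least 8% versus controls, or a plate z-score of at least 8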;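 further: Pro5 are CHO cells carrying HIG-tagged alpha-DG that lacks glycosylation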
# Starred values were filed as active, the others as inactive; x = no result given.
entry	Compound	Peg3 promoter	NR2E3 ag-2	HIF-2a block	Shn3 3UTR inh	CF NFkB block	NR2E3 ag-1	hiPSC survival	TRPM1 prom inh	TWEAK Fn14 block	KKLEB cytotox	aDG glyco up
1	CCOC(=O)CCC(NC(=O)CC(=O)NC(CCC(=O)OCC)C(=O)OCC)C(=O)OCC (stereo not given)	11	-5	14	10	-10	-7	0.6	-1	-10	-2	-0.2
2	Cc1ccc(N(CC(=O)Nc2c(C)n(C)n(-c3ccccc3)c2=O)S(C)(=O)=O)c(C)c1	6	2	9	-4	-14	-6	-1.7	1	8	-20	-0.1
3	CCC(C)n1c(SCC(=O)NC2CCS(=O)(=O)C2)nc2ccccc2c1=O (stereo not given)	-4	-3	9	8	-3	-5	-0.3	-1	-3	6	-0.3
4	CC1(C)CC(NS(=O)(=O)c2ccc3ccccc3c2)CC(C)(C)N1	1	4	4	-4	-17	4	-0.6	-11	6	6	-0.1
5	O=C(/C=C/c1ccc(Cl)cc1)OCC(=O)c1ccc[nH]1	-14	0	-54	-14	-15	3	0.6	-19	0	17	-0.2
6	CCN(CC(=O)NCc1cccs1)S(=O)(=O)c1ccccc1Cl	10	2	-7	3	30	-19	0.9	-6	1	-20	-0.1
7	COc1ccc(N2C(=O)N[C@@H](Cc3ccccc3)C2=O)cc1OC	13	2	13	-3	0	21	0.4	1	12	12	0.0
8	O=C(N/N=C/c1ccc[nH]1)c1ccc(Cl)cc1	-153	0	-112	-79	12	-4	-0.2	-62	-18	6	0.2
9	COc1ccccc1C(=O)NCC(=O)OCCCOC(=O)CNC(=O)c1ccccc1OC	3	2	11	5	-2	-11	-0.2	-11	-14	2	-0.1
10	CCn1c(=O)n(CCOC)c(=O)c2c3c(sc21)CCCC3	7	1	12	x	-4	9	1.6	-2	-1	8	-0.2
11	Cc1cccc(CC2CC(=O)N(c3ncccn3)C2=O)c1 (stereo not given)	-42	1	-1	-6	-10	6	1.2	-8	1	-6	-0.1
12	CC(=O)N1CCCc2cc(S(=O)(=O)N3CCCC(C(=O)NCc4ccccc4Cl)C3)ccc21 (stereo not given)	7	0	9	23	13	1	-0.6	14	0	6	0.4
13	CC(=O)NC(CC(C)C)C(=O)NC(Cc1ccccc1)C(=O)CCl (stereo not given)	32	x	-9	-10	52*	10	-2.9	52	10	-21	0.4
14	O=C(Cn1ccc2ccccc2c1=O)NCC(=O)N1CCN(c2ccccc2F)CC1	8	2	18	8	0	2	0.0	3	12	3	-0.1
15	O=C(CSc1ccc2nnc(CCNS(=O)(=O)c3ccccc3)n2n1)Nc1nc2ccccc2s1	16	2	-9	-13	-4	-35	1.1	23	27	-2	-0.2
16	COc1ccc(OCC(=O)Nc2ccc(N3CCN(Cc4ccccc4F)CC3)cc2)cc1	5	-1	15	7	-10	-9	0.2	4	-3	3	-0.2
17	Cc1nn(C)cc1S(=O)(=O)N1CCCC(C(=O)O)C1 (stereo not given)	-16	0	14	-2	-9	0	1.9	0	8	5	-0.1
18	CC1Cc2ccccc2N1C(=O)CN1CCN(S(=O)(=O)c2cccs2)CC1 (stereo not given)	-4	6	8	19	6	11	-0.1	0	4	4	0.0
19	CCN(CC)c1ccc(C(=O)Nn2cnc3ccccc3c2=O)cc1	-91	-1	-122	-13	-8	-22	-0.6	-17	40	11	0.1
20	CCN1CCN(C(=O)c2ccccc2NS(=O)(=O)c2ccc(Cl)cc2)CC1	11	1	12	-11	8	1	-1.4	7	0	-19	0.2
21	Cc1ccccc1N1CCN(C2=NC(=O)/C(=C/c3cn[nH]c3-c3ccccc3)S2)CC1	48	0	12	8	12	14	-1.6	47	5	-28	0.4
22	CCOC(=O)CCCCC1C(CCCC(=O)OCC)C=NN1C (stereo not given)	-4	x	-6	-5	13	19	4.0	0	3	4	0.0
23	CCN1CCN(c2cc(C)c3cc(NC(=O)CCC(=O)N4CCN(c5ccccc5)CC4)ccc3n2)CC1	1	6	-10	16	-3	-3	-0.6	-2	-10	7	0.2
24	Cc1ccc([N+](=O)[O-])cc1NC(=O)C(Sc1ccccc1)c1ccccc1 (stereo not given)	24	-2	18	-19	-5	-2	-2.1	2	0	2	0.3
25	O=S(=O)(Nc1ccc2ccccc2c1)c1ccccc1	2	-2	-25	3	-6	-9	0.8	-16	-15	-12	0.0
26	Cc1cc(=O)c2c(o1)C(=O)c1occc1C2=O	7	x	-10	-4	33	-17	-1.1	5	28	8	0.4
27	CCCCOc1cccc(C(=O)Nc2ccccc2N2CCCC2)c1	5	-5	-12	9	2	-43	-0.1	9	4	-25	0.0
28	Cc1noc(C(=O)N(C)c2ccccc2)c1Cl	-7	-2	20	-3	8	21	0.3	2	2	0	0.0
29	CN(C)S(=O)(=O)c1ccc(C(=O)Nc2cc(S(=O)(=O)Nc3ccccc3Cl)ccc2N2CCCCC2)cc1	7	0	14	11	4	48	0.2	12	0	9	0.2
30	COc1ccc(N=C2S/C(=C\c3ccc(OCC(=O)O)cc3)C(=O)N2CCc2c[nH]c3ccccc23)cc1	9	x	16	-11	-3	-23	-0.6	-10	41	8	0.0

# Shown with two lines to a compound: six of the compounds above.
# Every second line gives: Peg3 promoter	NR2E3 ag-2	HIF-2a block	Shn3 3UTR inh	CF NFkB block	NR2E3 ag-1	hiPSC survival	TRPM1 prom inh	TWEAK Fn14 block	KKLEB cytotox	aDG glyco up
13: CC(=O)NC(CC(C)C)C(=O)NC(Cc1ccccc1)C(=O)CCl (stereo not given)
    32	x	-9	-10	52*	10	-2.9	52	10	-21	0.4
14: O=C(Cn1ccc2ccccc2c1=O)NCC(=O)N1CCN(c2ccccc2F)CC1
    8	2	18	8	0	2	0.0	3	12	3	-0.1
15: O=C(CSc1ccc2nnc(CCNS(=O)(=O)c3ccccc3)n2n1)Nc1nc2ccccc2s1
    16	2	-9	-13	-4	-35	1.1	23	27	-2	-0.2
16: COc1ccc(OCC(=O)Nc2ccc(N3CCN(Cc4ccccc4F)CC3)cc2)cc1
    5	-1	15	7	-10	-9	0.2	4	-3	3	-0.2
17: Cc1nn(C)cc1S(=O)(=O)N1CCCC(C(=O)O)C1 (stereo not given)
    -16	0	14	-2	-9	0	1.9	0	8	5	-0.1
18: CC1Cc2ccccc2N1C(=O)CN1CCN(S(=O)(=O)c2cccs2)CC1 (stereo not given)
    -4	6	8	19	6	11	-0.1	0	4	4	0.0

# (more compounds)
entry	Compound	Peg3 promoter	NR2E3 ag-2	HIF-2a block	Shn3 3UTR inh	CF NFkB block	NR2E3 ag-1	hiPSC survival	TRPM1 prom inh	TWEAK Fn14 block	KKLEB cytotox	aDG glyco up
31	CCN1C(=O)C(NC(C)=O)c2cc(OC)ccc21 (stereo not given)	1	-3	14	5	-1	-7	0.6	10	-1	12	0.1
32	CCOc1cc(CN2CCC(CO)(Cc3cccc(C(F)(F)F)c3)CC2)ccc1OC	28	-1	11	7	21	18	-0.7	-25	12	1	2.7
33	CC(C)(C)c1cc(C(=S)N2CCCC2)cc(C(C)(C)C)c1O	31	x	24	22	-2	-12	-0.3	x	-8	1	0.0
34	CC(C)n1c2ccccc2c2nc3ccccc3nc21	-13	2	-37	-12	25	-28	-0.6	-9	0	-8	-0.1
35	O=C(c1ccccc1)C(CCc1ccccn1)CCc1ccccn1	-151	x	-146	-23	-27	-3	-1.1	-34	-9	4	0.3
36	N#Cc1c(-c2ccccc2)nc(SCc2cccc(Cl)c2)[nH]c1=O	19	6	10	-38	0	27	-0.4	-2	0	8	-0.1
37	Cn1c(C(=O)N2CCN(c3nc4ccccc4s3)CC2)cc2sccc21	17	0	-23	18	-2	-16	0.7	0	45	-13	0.3
38	Cc1ccc2c(c1)N(C(=O)CCC(=O)NC1CCCCCC1)CCO2	18	1	3	3	8	4	-3.5	2	-9	-6	-0.1
39	CC1(C)CC(=O)C=C(c2cccc(Cl)c2O)C1	-11	-1	4	1	4	2	1.8	-7	8	4	-0.2
40	CCOc1ccc(CCNC(=O)CCNC(=O)c2ccccc2Cl)cc1OCC	11	7	15	21	-3	3	-0.3	8	-16	3	-0.2
41	CC(=O)NC12CC3CC(C1)CC(C(=O)Nc1nc4ccc(F)cc4s1)(C3)C2	-108	2	-124	-8	-27	-48	-0.2	-6	37	6	-0.1
42	Cc1cc(C(C)(C)C)cc(C)c1CC1=NCCN1	-12	2	-9	3	18	13	2.4	1	5	-18	0.4
43	COCCNC(=O)c1cn(C)c(=O)c2cc(OC)c(OC)cc12	13	6	8	5	-7	-12	-0.8	-2	-2	2	0.0
44	Cc1ccc(Cc2c(-c3ccc(Cl)cc3)nc3ccc(Br)cn23)cc1	-100	x	-221	-26	8	-37	0.3	x	0	-9	0.1
45	CC1CN(S(=O)(=O)c2cccc(C(=O)OCc3cc(=O)oc4cc(O)ccc34)c2)CC(C)O1 (stereo not given)	37	1	17	7	-4	-6	-2.3	6	0	-2	0.2
46	CCOC(=O)c1[nH]cnc1C(=O)O	7	-3	-8	7	-5	1	-1.1	8	-13	14	0.1
47	O=C1c2cccc3cccc(c23)C(=O)N1CCN1CCN(CC(O)COc2ccccc2)CC1 (stereo not given)	7	0	-10	4	17	5	6.3	-2	-22	2	0.0
48	O=C1N/C(=N/NC(=O)c2cccc3ccccc23)S/C1=C\c1ccccc1OCc1ccccc1	13	x	14	26	-4	-11	1.7	-1	11	6	-0.2
49	CCOc1ccc(NC(=O)CN2CCN(S(=O)(=O)c3ccc(Cl)cc3)CC2)cc1	12	0	3	-23	-1	2	-0.9	-9	-9	0	0.1
50	CCOc1cc(C(=O)NCc2ccc3c(c2)OCO3)cc(OCC)c1OCC	9	5	26	-10	8	0	0.3	5	-23	-7	0.1
51	COc1ccccc1OCCNC(=O)c1cccc(S(=O)(=O)N2CCN(Cc3ccccc3)CC2)c1	10	0	7	-1	-14	3	0.5	0	-1	0	0.2
52	C#CCOC(=O)C[N+](C)(C)C/C=C/c1ccccc1	2	1	10	2	9	6	0.2	0	-8	-8	-0.2
